Bioassay records from PubChem BioAssay.
A3G deaminase: APOBEC3G DNA deaminase inhibitors, primary screen, biochemical, fluorescence, single-stranded DNA substrate, uHTS; DNA dC->dU-editing enzyme APOBEC-3G (Homo sapiens), Q9HC16; recombinant A3G, ssDNA deamination FAM/TAMRA fluorescence; inhibition, % at 20 µM; 330,000 compounds, 0.28% hits;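 active means inhibition of at least 40% at 20 µM, with no more than 30% in the related APOBEC3A deaminase screen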;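 further: plate controls were DMSO wells with A3G for no effect and wells lacking A3G enzyme for full effect; some compounds called inactive have numbers as strong as hits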
SENP7 inh: SENP7 protease inhibitors, primary screen, biochemical, luminescence, uHTS | Sentrin-specific protease 7 (Homo sapiens), Q9BQF6 | recombinant SENP7, Z-RLRGG-aminoluciferin luminescence, 40 min | inhibition, % at 5 µM | 330,000 compounds, 1.5% hits;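 active means inhibition above about 50% at the single test dose, limit read from the data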;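 further: plate controls were DMSO with enzyme for no effect and no enzyme buffer wells for full effect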
SENP8 block-1: SENP8 protease inhibitors, primary screen, biochemical, luminescence. purified SENP8, Z-RLRGG-aminoluciferin cleavage. inhibition, % at 10 µM. Sentrin-specific protease 8 (Homo sapiens), Q96LD8. 330,000 compounds, 1.2% hits. AID 2540, 2010; in the data active means inhibition above about 50%
SENP6 inh: SENP6 protease inhibitors, primary screen, biochemical, luminescence, uHTS; inhibition, % at 10 µM; Sentrin-specific protease 6 (Homo sapiens), Q9GZR1; 330,000 compounds, 1.8% hits; Recombinant SENP6 catalytic domain, aminoluciferin luminescence;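 active means inhibition above about 50% at the single tested dose, limit read from the data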;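 further: plate controls were DMSO wells with enzyme for no effect and DMSO wells lacking enzyme for full effect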
SENP8 block-2: human SENP8 protease inhibitors, primary screen, biochemical, fluorescence, Nedd8 protein substrate, uHTS. Sentrin-specific protease 8 (Homo sapiens), Q96LD8. recombinant SENP8. inhibition, % at 20 µM. 360,000 compounds, 0.64% hits. AID 602440, 2012; in the data active means inhibition mostly above about 40%, no sharp cut-off; inactive means mostly below about 27%
UBC13 inh: UBC13 polyubiquitin chain formation inhibitors, primary screen, biochemical, TR-FRET, uHTS. 330,000 compounds, 0.47% hits. inhibition, % at 20 µM; in the data active means inhibition above about 45%, passing the limit was not always enough
SENP1 FRET inh: human SENP1 catalytic domain inhibitors, primary screen, biochemical, FRET, uHTS. Sentrin-specific protease 1 (Homo sapiens), Q9P0U3. recombinant SENP1 catalytic domain, CyPet-SUMO1-YPet FRET cleavage. inhibition, % at 10 µM. 360,000 compounds, 0.21% hits. AID 624204, 2012;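 active means inhibition at least 30% at 10 µM, raw YFP signal under a set limit, fluorescence ratio 0.5 to 1.5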;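 further: 0% = enzyme with DMSO and 100% = no enzyme wells; some results filed as inactive read as strong as hits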
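Assay system – human recombinant His6-tagged SENP1 catalytic domain enzyme · Input – SENP1 enzyme, 20 pM final · Buffer or medium – Tris pH 8 buffer plus EDTA, NaCl, BME, BSA, NP40, catalase · Schedule – 50 min reaction at room temperature · Technique – FRET read of cyan and yellow fluorescence · Control set – no-enzyme wells low, DMSO-plus-enzyme wells high control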
Apaf-1 inh: inhibitors of human Apaf-1 apoptosome, primary screen, biochemical, DEVD-Rh110 fluorescence, uHTS. reconstituted apoptosome caspase-3 activity. inhibition, % at 20 µM. 330,000 compounds, 0.71% hits. AID 489030, 2010; active means inhibition of at least 40% at 20 µM;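 further: plate controls were DMSO wells for no effect and DEVD-CHO caspase inhibitor wells for full effect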
Target sequence (O14727 whole entry, looked up): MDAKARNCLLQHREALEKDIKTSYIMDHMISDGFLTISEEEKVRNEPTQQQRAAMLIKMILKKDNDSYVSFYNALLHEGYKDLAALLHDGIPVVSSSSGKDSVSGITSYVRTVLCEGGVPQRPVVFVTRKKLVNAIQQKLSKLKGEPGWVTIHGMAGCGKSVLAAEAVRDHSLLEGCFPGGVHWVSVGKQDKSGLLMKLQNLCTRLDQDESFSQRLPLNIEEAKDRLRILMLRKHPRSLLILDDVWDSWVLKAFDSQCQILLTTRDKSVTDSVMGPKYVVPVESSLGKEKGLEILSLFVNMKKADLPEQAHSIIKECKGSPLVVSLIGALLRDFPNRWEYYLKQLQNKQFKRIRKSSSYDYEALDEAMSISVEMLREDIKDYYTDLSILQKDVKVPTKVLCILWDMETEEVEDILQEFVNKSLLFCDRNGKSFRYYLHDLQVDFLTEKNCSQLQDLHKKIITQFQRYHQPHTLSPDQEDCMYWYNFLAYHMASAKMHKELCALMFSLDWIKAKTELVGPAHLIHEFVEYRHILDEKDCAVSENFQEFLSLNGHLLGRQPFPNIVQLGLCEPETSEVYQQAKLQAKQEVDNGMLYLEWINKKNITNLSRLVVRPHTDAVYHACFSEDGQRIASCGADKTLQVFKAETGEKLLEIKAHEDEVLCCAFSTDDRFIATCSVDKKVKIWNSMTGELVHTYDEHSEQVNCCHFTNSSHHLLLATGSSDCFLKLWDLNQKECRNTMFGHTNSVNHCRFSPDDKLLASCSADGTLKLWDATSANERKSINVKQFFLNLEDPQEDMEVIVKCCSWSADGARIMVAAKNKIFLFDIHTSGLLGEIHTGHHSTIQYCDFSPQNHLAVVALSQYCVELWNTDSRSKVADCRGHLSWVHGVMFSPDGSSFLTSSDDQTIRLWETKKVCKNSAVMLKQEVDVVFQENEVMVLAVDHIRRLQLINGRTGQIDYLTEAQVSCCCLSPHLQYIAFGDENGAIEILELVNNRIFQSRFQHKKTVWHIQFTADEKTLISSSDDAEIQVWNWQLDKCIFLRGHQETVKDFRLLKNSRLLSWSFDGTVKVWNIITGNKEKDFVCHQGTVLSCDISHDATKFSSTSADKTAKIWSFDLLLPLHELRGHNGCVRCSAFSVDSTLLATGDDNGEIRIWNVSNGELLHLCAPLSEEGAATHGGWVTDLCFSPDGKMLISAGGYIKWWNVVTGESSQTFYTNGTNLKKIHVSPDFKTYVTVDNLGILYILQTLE
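Assay system: Apoptosome proteins | Medium: pH 7.5 Hepes buffer with CHAPS, BSA, DTT | Also added: Cytochrome c and DEVD-Rh110 substrate | Times: 30 min plus 50 min, RT | Detection: Rhodamine 110 fluorescence at Ex 480/Em 540 nm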
Numbers without * were called inactive; . = not tested or not shown.

nr	Compound	A3G deaminase	SENP7 inh	SENP8 block-1	SENP6 inh	SENP8 block-2	UBC13 inh	SENP1 FRET inh	Apaf-1 inh
1	CCN(CC)c1cc(C)c2cc(NC(=O)c3ccc(Br)o3)ccc2n1	-5	-5	-5	-4	-70	-8	-29	16
2	Cc1cc(=O)[nH]c(SCc2nnc(-c3ccccc3)o2)n1	-4	-2	-8	-26	6	0	-1	2
3	COc1cc(-c2nc3ccccn3c2/N=C/c2ccccc2)ccc1O	-3	-18	-15	-11	-277	-4	-38	1
4	O=C(Cn1nnc2ccccc21)NNC(=S)NC1CCCCC1	-9	0	0	-5	3	3	-2	4
5	COc1ccc(C)cc1NC(=O)NNC(=O)C(C)Oc1ccc(F)cc1Cl (stereo unspecified)	-8	-1	-6	-5	5	6	1	14
6	Cc1nc2sc(C(c3ccc(Cl)cc3)N3CCN(CCO)CC3)c(O)n2n1 (stereo unspecified)	-9	0	12	0	6	0	-3	0
7	C(/C=C/C=C/Nc1ccccc1)=Nc1ccccc1	-4	1	-3	-19	10	6	-3	-15
8	CCc1nnc(NC(=O)CSc2ncnc3scc(-c4ccc(C)cc4)c23)s1	2	7	5	-16	10	2	-3	15
9	O=C(NCC(c1ccc(F)cc1)N1CCOCC1)c1cccc(Br)c1 (stereo unspecified)	-9	4	-3	-11	7	3	-2	-12
10	COC(=O)c1ccc(-n2nnnc2SCC(=O)NCc2cccc(C(=O)O)c2)cc1	-5	-6	-2	6	22	-12	0	3
11	COc1cc(C2C3C(C)N(C)C(=O)N(C)C3N(C)C(=O)N2C)ccc1O (stereo unspecified)	-5	-6	-9	-24	36	-4	0	5
12	Cc1ccccc1Nc1nc(N)nc(COC(=O)c2cccc(S(=O)(=O)N(C)c3ccccc3)c2)n1	-6	-1	0	-3	17	10	1	3
13	Cc1ccccc1NC(=O)c1ccc2c(O)c(S(=O)(=O)c3ccccc3)c(=O)[nH]c2c1	-3	4	6	6	11	-13	0	-13
14	O=C(NCc1ccccc1OC(F)(F)F)C1CCC(=O)N(Cc2ccccn2)C1 (stereo unspecified)	-8	5	-2	5	3	0	0	2
15	Clc1ccc(Cc2nnc(-c3cccs3)o2)cc1	2	-6	-3	-3	16	2	-1	0
16	CN1CCN(CC#CC(C)(O)C2CC3C=CC2C3)CC1 (stereo unspecified)	-4	5	2	13	22	10	-1	23
17	CC(C)(C)c1cc(N/C=C\c2nnnn2-c2ccc(Br)cc2)no1	-2	-2	3	-11	7	-1	-1	6
18	Cc1csc2ncc(C(=O)NCc3ccc4c(c3)OCO4)c(=O)n12	-3	7	3	2	.	-3	.	6
19	COCCN(C(=O)CC1OC(=O)c2ccccc21)c1c(N)n(Cc2ccccc2)c(=O)[nH]c1=O (stereo unspecified)	-7	4	0	6	-3	-6	-3	-8
20	CN(C)c1nc(=S)nc(NCc2ccccc2)[nH]1	-5	-6	-7	-16	7	-6	0	13
21	O=C(NCC(c1ccco1)N1CCCC1)c1cn(-c2ccccc2)nc1-c1ccc(F)cc1 (stereo unspecified)	-5	5	-4	9	4	-1	0	19
22	CS(=O)(=O)N1CCN(c2ccccc2NC(=O)c2ccc(Br)o2)CC1	12	2	-4	-5	18	11	4	-21
23	COc1ccccc1NC(=O)CNC(=O)c1ccccc1C	-1	-1	-9	14	1	17	2	-9
24	COc1ccc(S(=O)(=O)N2CCOCC2)cc1NC(=O)c1ccccc1C	-9	9	-3	-9	1	-6	0	3
25	CCSc1ncc(Cl)c(C(=O)Nc2ccc(S(=O)(=O)Nc3ncccn3)cc2)n1	-3	-5	-6	-14	15	3	1	-76
26	COC(=O)c1ccccc1Sc1snnc1C	-2	-4	1	-4	3	-10	3	2
27	CC[C@H](C)[C@H](NC(=O)OCc1ccccc1)C(=O)OCC(=O)Nc1ccc(N2CCOCC2)cc1	-6	-8	7	6	-1	1	0	9
28	Cc1cc(C(=O)NCCC2=CCCCC2)no1	-5	-8	-13	-14	-2	-7	0	-9
29	COC(=O)CSc1nnc2n(-c3ccc(OC)cc3)c(=O)c3c4c(sc3n12)CCCCC4	-3	0	-2	-12	17	5	4	7
30	COC(=O)c1[nH]c2ccc(C)cc2c1NC(=O)CN1CCCC(C)(C)C1	-8	-9	-8	-25	-370	3	0	14
31	Cc1[nH]c2ccc(F)cc2c(=O)c1SC(F)(F)C(F)C(F)(F)F (stereo unspecified)	-1	3	-1	-8	23	1	1	2
32	Cc1ccc(C(=O)OCCc2c(C)[nH]n(-c3ccccc3)c2=O)cc1	-4	4	-1	-15	3	5	0	8
33	Cc1cc(-c2cc(C(=O)O)c3ccccc3n2)c(C)s1	-11	-10	-2	7	-156	9	1	1
34	COc1ccccc1-c1nc2ccccc2c(=O)n1O	-5	-4	2	-4	-6	1	-2	-3
35	NS(=O)(=O)c1ccc(NC(=S)NC(=O)c2cccs2)cc1	11	6	3	6	2	-5	3	4
36	Cc1cccc(OCC(=O)NCc2nc(-c3ccccc3)no2)c1	-1	-4	-3	-14	6	-5	-1	6
37	CN(CC(=O)NCCc1ccc(F)cc1)CC(=O)Nc1ccc(F)c(F)c1F	4	-12	-7	-9	3	-4	1	12
38	CCOC(=O)c1nnn(-c2nonc2N)c1COc1c(C=O)cccc1OC	-7	-4	-5	-10	10	-6	0	3
39	Cn1c(=O)c2c(nc(CN3CCN(c4cccc(Cl)c4)CC3)n2CCc2ccccc2)n(C)c1=O	-4	-7	-4	-21	12	1	-1	19
40	CC(C)c1ccccc1NC(=S)N(C)C	-3	-2	-8	-13	12	0	8	-6
41	CCCCCCC/C=N/Nc1nnc(Cc2ccccc2)c(=O)[nH]1	-2	6	-5	11	-25	-4	2	6
42	Cc1ccc(N(CCC(=O)O)S(=O)(=O)c2ccccc2)cc1	0	-3	11	0	26	9	1	4
43	CCOC(=O)C1CCN(c2c([N+](=O)[O-])c(C(Cl)Cl)nn2-c2ccccc2)CC1	-4	14	-3	-25	11	-6	0	9
44	COc1cccc(NC(=S)NC2CC3CCCC(C2)N3CC(C)C)c1 (stereo unspecified)	-8	0	0	-19	4	8	-1	-10
45	COC(=O)C1=C(C)N=c2s/c(=C/c3ccoc3)c(=O)n2C1c1ccccc1 (stereo unspecified)	-5	3	2	0	3	-13	2	21
46	CCN(CC(=O)NC(C)(C)C)C(=O)c1ccc2c(c1)S(=O)(=O)c1ccccc1C2=O	-1	12	3	4	10	1	3	-1
47	COc1ccc(CNC(=O)/C=C/c2ccc(S(=O)(=O)N3CCOCC3)cc2)cc1	-7	0	-5	4	5	-4	3	5
48	COc1ccc(C(C#N)c2cnccn2)cc1OC (stereo unspecified)	7	2	-3	-3	16	-3	0	-1
49	O=C(O)CSc1cnc2ccccc2n1	1	4	6	5	2	3	0	-5
50	CCCC1CCC(c2ccc(C(=O)NN)cc2)CC1 (stereo unspecified)	-6	0	-8	-12	18	0	2	2

#51 CC(C)N1C(=O)S/C(=C/c2ccc3c(c2)n(C)c(=O)n3C)C1=O
#52 CC1(C(=O)NC2CCCCCCC2)CCC(=O)N1Cc1cccs1 (stereo unspecified)
#53 Cc1nc(NC(=O)c2ccccc2)nc2cc3c(cc12)OCO3
#54 CC(=O)Nc1ccc(N2CCCC(C)C2)c([N+](=O)[O-])c1 (stereo unspecified)
#55 CCOc1ccc(NC(=O)Cn2nnc(C(=O)NCc3ccccc3OC)c2N)cc1
assay / compound | 51 | 52 | 53 | 54 | 55
A3G deaminase | -2 | 6 | -4 | -6 | -1
SENP7 inh | 2 | 7 | 1 | 4 | -7
SENP8 block-1 | 5 | 5 | -16 | 5 | -6
SENP6 inh | 2 | 1 | 2 | -7 | -12
SENP8 block-2 | -67 | 15 | -62 | 19 | 13
UBC13 inh | -6 | -5 | -8 | -21 | -1
SENP1 FRET inh | -7 | 0 | 1 | 1 | -1
Apaf-1 inh | 11 | 6 | -2 | -1 | 5

#56 Clc1ccc(-c2n[nH]c3c2Cc2ccccc2-3)cc1Cl
#57 COC(=O)N/N=C/c1cn(Cc2ccc(Cl)cc2Cl)c2ccccc12
#58 Cc1ccc(-c2nnc(SCC(=O)N(CC(C)C)c3c(N)n(Cc4ccccc4)c(=O)[nH]c3=O)n2N)cc1
#59 O=C(NCCCn1ncc2ccccc21)c1cc(COc2c(F)cccc2F)on1
#60 C=C(C)Cn1c(=O)c(NC(=O)c2ccccc2)c2n(c1=S)CCC2
assay / compound | 56 | 57 | 58 | 59 | 60
A3G deaminase | -9 | -1 | 0 | -5 | 2
SENP7 inh | 5 | 8 | 8 | 6 | 12
SENP8 block-1 | -5 | -6 | -7 | -2 | -2
SENP6 inh | -17 | 0 | -23 | -6 | -5
SENP8 block-2 | . | 6 | 5 | 17 | 15
UBC13 inh | 5 | 5 | -10 | 6 | 5
SENP1 FRET inh | . | 1 | 4 | 0 | 2
Apaf-1 inh | 1 | 9 | -7 | 11 | 0

Twelve neighbouring compounds from above:
#49 O=C(O)CSc1cnc2ccccc2n1
#50 CCCC1CCC(c2ccc(C(=O)NN)cc2)CC1 (stereo unspecified)
#51 CC(C)N1C(=O)S/C(=C/c2ccc3c(c2)n(C)c(=O)n3C)C1=O
#52 CC1(C(=O)NC2CCCCCCC2)CCC(=O)N1Cc1cccs1 (stereo unspecified)
#53 Cc1nc(NC(=O)c2ccccc2)nc2cc3c(cc12)OCO3
#54 CC(=O)Nc1ccc(N2CCCC(C)C2)c([N+](=O)[O-])c1 (stereo unspecified)
#55 CCOc1ccc(NC(=O)Cn2nnc(C(=O)NCc3ccccc3OC)c2N)cc1
assay / compound | 49 | 50 | 51 | 52 | 53 | 54 | 55
A3G deaminase | 1 | -6 | -2 | 6 | -4 | -6 | -1
SENP7 inh | 4 | 0 | 2 | 7 | 1 | 4 | -7
SENP8 block-1 | 6 | -8 | 5 | 5 | -16 | 5 | -6
SENP6 inh | 5 | -12 | 2 | 1 | 2 | -7 | -12
SENP8 block-2 | 2 | 18 | -67 | 15 | -62 | 19 | 13
UBC13 inh | 3 | 0 | -6 | -5 | -8 | -21 | -1
SENP1 FRET inh | 0 | 2 | -7 | 0 | 1 | 1 | -1
Apaf-1 inh | -5 | 2 | 11 | 6 | -2 | -1 | 5

#56 Clc1ccc(-c2n[nH]c3c2Cc2ccccc2-3)cc1Cl
#57 COC(=O)N/N=C/c1cn(Cc2ccc(Cl)cc2Cl)c2ccccc12
#58 Cc1ccc(-c2nnc(SCC(=O)N(CC(C)C)c3c(N)n(Cc4ccccc4)c(=O)[nH]c3=O)n2N)cc1
#59 O=C(NCCCn1ncc2ccccc21)c1cc(COc2c(F)cccc2F)on1
#60 C=C(C)Cn1c(=O)c(NC(=O)c2ccccc2)c2n(c1=S)CCC2
assay / compound | 56 | 57 | 58 | 59 | 60
A3G deaminase | -9 | -1 | 0 | -5 | 2
SENP7 inh | 5 | 8 | 8 | 6 | 12
SENP8 block-1 | -5 | -6 | -7 | -2 | -2
SENP6 inh | -17 | 0 | -23 | -6 | -5
SENP8 block-2 | . | 6 | 5 | 17 | 15
UBC13 inh | 5 | 5 | -10 | 6 | 5
SENP1 FRET inh | . | 1 | 4 | 0 | 2
Apaf-1 inh | 1 | 9 | -7 | 11 | 0
